Pf growth 48h: Primary qHTS for delayed death inhibitors of the malarial parasite plastid, 48 hour incubation. actives 5.9% (n = 310,000). P. falciparum luciferase growth in erythrocytes, 48 h. Potency, µM (series often up to 28.7 µM), without a hit: top-dose activity change, negative = inhibition, hits mostly inhibitors; also: potency is read from the fitted curve at half-maximal effect; % is scaled to controls: 0 for no effect and ±100 for the full control effect
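Growth was read as firefly luciferase luminescence after a 48 h, 37 C, 5% CO2 exposure of compounds to reporter-bearing P. falciparum cultures (0.1% parasitemia, 2% hematocrit final) in Albumax-supplemented RPMI 1640.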
Pf growth 96h: Primary qHTS for delayed death inhibitors of the malarial parasite plastid, 96 hour incubation | P. falciparum luciferase reporter growth, 96 h | Potency, µM (top dose mostly 28.7 µM), for the others: at the highest dose activity change, negative = inhibition, hits mostly inhibitors | actives 6.9% (n = 320,000); also: potency is read from the fitted curve at half-maximal effect; % is scaled to controls: 0 for no effect and ±100 for the full control effect
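Delayed-death screen, second-generation endpoint: infected erythrocytes, 2% hematocrit, 0.05% parasitemia final; 96 hours at 37 C, 5% CO2; luciferase detection reagent; luminescence decrease equals reduced growth.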
LmPK inhibitor: qHTS Assay for Inhibitors of Leishmania Mexicana Pyruvate Kinase (LmPK). Potency, µM (doses to about 57.5 µM), without a hit: top-dose activity change, negative = inhibition, actives largely listed as inhibitors. AID 1721, 2009. purified LmPK, Kinase-Glo ATP luminescence, 1 h. actives 0.37% (n = 290,000); also: potency is read from the fitted curve at half-maximal effect; % is scaled to controls: 0 for no effect and ±100 for the full control effect
Target sequence (Q27686 whole entry, looked up): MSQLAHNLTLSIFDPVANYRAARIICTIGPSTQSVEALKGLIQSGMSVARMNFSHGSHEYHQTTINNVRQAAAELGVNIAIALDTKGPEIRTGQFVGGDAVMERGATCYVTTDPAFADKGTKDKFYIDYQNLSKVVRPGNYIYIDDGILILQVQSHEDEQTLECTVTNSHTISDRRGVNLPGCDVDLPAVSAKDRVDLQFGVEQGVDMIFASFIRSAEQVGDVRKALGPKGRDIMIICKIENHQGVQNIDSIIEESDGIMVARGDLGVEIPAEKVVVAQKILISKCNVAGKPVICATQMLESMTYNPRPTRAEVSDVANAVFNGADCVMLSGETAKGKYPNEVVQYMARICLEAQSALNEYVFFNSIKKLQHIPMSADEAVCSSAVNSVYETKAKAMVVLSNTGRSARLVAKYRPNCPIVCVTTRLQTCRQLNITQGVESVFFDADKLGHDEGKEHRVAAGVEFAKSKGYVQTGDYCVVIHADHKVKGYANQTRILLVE
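Kinase-Glo luminescence read after 1 h RT reaction of 0.1 nM LmPK with 0.5 mM PEP and 0.1 mM ADP. Activity scaled between uninhibited and enzyme-free controls.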
AMA1 RON2 block: qHTS for Inhibitors of AMA1-RON; Towards Development of Antimalarial Drug Lead: Primary Screen; Plasmodium falciparum AMA1 (3D7) - RON2 peptide interaction; AlphaScreen AMA1-biotinylated RON2 peptide binding; Potency, µM (highest dose often 58.2 µM), for the others: top-dose activity change, negative = inhibition, hits mostly inhibitors; actives 0.2% (n = 360,000);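 also: potency is read from the fitted curve at half-maximal effect; 0% = vehicle wells and -100% = peptide control; nearly all actives have a fitted effect of over 45% in size; some results filed as inactive show a strong effect at the top dose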
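AMA1 (3D7) with his tag at 25 nM final met compounds first, then biotinylated RON2 peptide at 25 nM; detection used donor plus acceptor beads, 10 µg/mL apiece, read by AlphaScreen after 30 min at room temperature.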
Shiga inhibitor: A qHTS for Small Molecule Inhibitors of Shiga Toxin; Vero cells, Shiga toxin protein synthesis inhibition reporter; inhibition, % at 38.7 µM; actives 9.2% (n = 290,000); AID 2315, 2010; in the data active = inhibition mostly above about 28%, no sharp cut-off; inactive = mostly below about 43%; also: 0% is about no effect
TbPYK inhibitor: qHTS of Trypanosoma Brucei Inhibitors. pyruvate kinase (Trypanosoma brucei), Q57TT1. TbPYK enzyme, Kinase-Glo Plus ATP luminescence, 45 min. Potency, µM (series often up to 76.8 µM), for inactives: at the top dose activity, negative = inhibition, most hits filed as inhibitors. actives 0.12% (n = 410,000); also: potency is read from the fitted curve at half-maximal effect; % is scaled to controls: 0 for no effect and ±100 for the full control effect; nearly all actives have a fitted effect of over 50% in size
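Enzyme and substrate buffer are dispensed first and compound is pin-transferred. ADP at 130 uM final then starts the reaction, which runs 45 min at room temperature. Detection reagent is added for 10 min before luminescence is imaged.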
Cycloheximide cs: Cycloheximide Counterscreen for Small Molecule Inhibitors of Shiga Toxin; cell reporter, cycloheximide protein synthesis inhibition counterscreen; max response, %; actives 12% (n = 300,000); AID 2314, 2010; in the data active = max response mostly above about 13%, no sharp cut-off; inactive = mostly below about 14%; also: read at 38.3 µM for the half of the compounds with a filed dose; 0% is about no effect
Active calls of the source: *; ? = inconclusive; . = not tested or not shown; [ ] = dose if it differs, or a comment. Unless noted, calls follow the shape of the dose curve; as a rule, active = well fitted curve in the direction sought with a large enough effect; inconclusive = small, poorly fitted or top-dose-only effect, or another doubt; inactive = no such curve, though single readings can be large; an effect the other way counts as inactive or inconclusive.

SMILES	Pf growth 48h	Pf growth 96h	LmPK inhibitor	AMA1 RON2 block	Shiga inhibitor	TbPYK inhibitor	Cycloheximide cs
CCCc1nnc2n1N=C(c1ccc(OC)c(OC)c1)CS2	6%	?	3%	-8%	11	1%	-3
COc1ccc2[nH]c(=O)c(CN(Cc3cccnc3)C(=S)NCC3CCCO3)cc2c1 (centres undefined)	0%	?	-3%	-4%	-8	1%	1
C/C(=N\NC(=O)c1ccoc1C)c1cccnc1	53%[activator]	.	-23%	1%	0	-3%	42*
COc1cc(OC)cc(OCC(O)Cn2cnc(-c3ccccc3)c2)c1 (centres undefined)	13µM*	1%	4%	-10%	-8	-9%	1
O=C(CN1C(=O)/C(=C/c2ccccc2F)Sc2ccccc21)NCCCN1CCOCC1	-9%	-59%	0%	-9%	-7	-2%	3
CC(C)OP(=O)(OC(C)C)C(Nc1ccccn1)c1ccc(F)cc1 (centres undefined)	-2%	16%	0%	9%	9	-11%	13
Cc1ccc(Cl)c(NC(=O)CN(C)CC(=O)Nc2ccc(F)c(F)c2F)c1Cl	20%	6%	4%	74%[activator]	-14	4%	-4
CCOC(=O)C1(CCCc2ccccc2)CCN(C(=O)C(C)n2cncn2)CC1 (centres undefined)	?	-2%	6%	11%	10	1%	2
CC(=O)c1ccc(NC(=O)C2CC(=O)N(C(C)C)C2)cc1 (centres undefined)	5%	31%	-3%	7%	-7	-3%	0
CCN(CC(=O)N1CCOCC1)S(=O)(=O)c1ccc(Cl)cc1	14%	-10%	-2%	17%	4	-2%	-5
O=C(O)c1ccc(COc2ccccc2[N+](=O)[O-])o1	-2%	5%	0%	1%	-3	9%	-1
COc1ccc(C(=O)OCCOc2ccccc2C(C)=O)c(O)c1	0%	-15%	16%	0%	41	1%	13*
CCOC(=O)c1sc2nc(C)nc(SC(C)C(=O)NC3CC3)c2c1C (centres undefined)	-11%	47%[activator]	.	9%	.	4%	.
COc1ccc(OC)c(CN2CCN(C(=O)Cc3ccccc3)CC2)c1	-1%	12µM*	-6%	?	-2	-11%	-1
Cc1ccc(C(=O)NNC(=O)c2ccc3ccccc3c2O)cc1	0%	24%	4%	52%[activator]	1	1%	2
Cc1ccc(C(C)C)c(OCC(=O)N2CCOCC2)c1	2%	?	5%	6%	-16	-5%	-2
CS(=O)(=O)NCCNc1ccc(C(F)(F)F)cc1[N+](=O)[O-]	14%	3%	-10%	-4%	-13	2%	-1
O=C(NCCc1ccccc1F)/C(=C/c1cccnc1)NC(=O)c1ccccc1	3%	-9%	-5%	-4%	-3	0%	1
Cc1cnc(C(=O)OCC(=O)c2cccc3ccccc23)cn1	10%	-1%	.	-4%	.	-2%	.
COc1ccc(N(C(C)C(=O)N/N=C(\C)C(C)(C)C)S(C)(=O)=O)cc1 (centres undefined)	13%	6%	0%	93%[activator]	-9	14%	-5
COc1cc([N+](=O)[O-])ccc1N/C=C/C(=O)c1cccs1	313%[activator]	275%[activator]	?	4%	60*	-26%	27*
O=C(Nc1nnc(-c2ccccc2)o1)C1CCCN1S(=O)(=O)c1cccs1 (centres undefined)	-20%	7%	.	93%[activator]	.	1%	.
COCCN(C(=O)COC(=O)CC1CCCCC1)c1c(N)n(Cc2ccccc2)c(=O)[nH]c1=O	?	?	-3%	0%	13	-10%	-2
O=C(CSc1nc2ccccc2n1CC(=O)N1CCCC1)Nc1ccc2c(c1)OCO2	-2%	34%[activator]	-1%	-3%	-14	-2%	-2
CN(Cc1ccccc1)C(=O)c1cc(S(=O)(=O)N2CCOCC2)cn1C	-1%	?	-6%	-5%	-2	-1%	-3
CCCCN(C)CCCNC(=O)c1cc(Nc2ccc(OC)c(OC)c2)nc2ccccc12	?	34%[activator]	-3%	-16%	-4	3%	-1
S=C1NC2(CCCCC2)NC12CCCCC2	?	?	2%	-6%	15	3%	-2
CCCCCCc1c(C)nc(-n2[nH]c(C)c(CCO)c2=O)[nH]c1=O	?	9.3µM*	2%	85%[activator]	-17	-1%	-7
Cc1c(C(=O)O)sc(=S)n1CCOc1ccccc1	5%	?	-4%	-5%	20	-1%	-2
Cc1cc(NC(=O)c2cccs2)ncc1NC(=O)c1cccc(F)c1	62%[activator]	5.2µM*	-13%	7%	66*	6%	42*

Retrieved by compound from the list above (4):
SMILES	Pf growth 48h	Pf growth 96h	LmPK inhibitor	AMA1 RON2 block	Shiga inhibitor	TbPYK inhibitor	Cycloheximide cs
CCN(CC(=O)N1CCOCC1)S(=O)(=O)c1ccc(Cl)cc1	14%	-10%	-2%	17%	4	-2%	-5
CCCCCCc1c(C)nc(-n2[nH]c(C)c(CCO)c2=O)[nH]c1=O	?	9.3µM*	2%	85%[activator]	-17	-1%	-7
Cc1ccc(C(C)C)c(OCC(=O)N2CCOCC2)c1	2%	?	5%	6%	-16	-5%	-2
Cc1ccc(C(=O)NNC(=O)c2ccc3ccccc3c2O)cc1	0%	24%	4%	52%[activator]	1	1%	2

Further structures follow:
SMILES	Pf growth 48h	Pf growth 96h	LmPK inhibitor	AMA1 RON2 block	Shiga inhibitor	TbPYK inhibitor	Cycloheximide cs
Cc1noc(C)c1-c1nnc(-c2ccc(C(F)(F)F)cc2)o1	84%[activator]	76%[activator]	-3%	3%	4	-1%	5
CCOC(=O)c1sc(N2N=C(C)/C(=C\c3ccc(OCC(=O)OC)cc3)C2=O)nc1C	5%	8%	-1%	50%[activator]	-5	1%	-3
CCOC(=O)c1ccc(NC(=O)C2(c3ccccc3)CCCC2)cc1	?	?	5%	19%	-8	3%	5
O=C(CSc1nnc(Cn2c(=O)sc3ccccc32)n1-c1ccccc1)N1CCCCCC1	?	?	6%	-10%	2	-2%	-3
CC1(C)CC(=O)C2=C(C1)NC(=O)CC2c1cccc(F)c1 (centres undefined)	-1%	-11%	-7%	-4%	-3	-1%	-5
COc1ccc(C(=O)Nc2nnc(Cc3ccccc3)s2)c(OC)c1	?	0%	1%	6%	2	-19%	0
COc1ccc(C2CC(c3cccs3)=NN2C(=S)Nc2ccccc2)cc1OC (centres undefined)	6.6µM*	9.3µM*	-2%	-19%	11	2%	-1
Cc1ccc(CN(C(=O)c2ccco2)C(C(=O)NC2CCCC2)c2ccc(N3CCOCC3)cc2)cc1 (centres undefined)	10µM*	-18%	7%	-3%	1	2%	-3
Cc1ccc(NC(=O)c2cccc(-n3cnnn3)c2)cc1Cl	9.3µM*	?	.	10%	.	0%	.
O=C(NS(=O)(=O)Oc1cccc(F)c1)OC[C@@H]1CCCN2CCCCC12 (some centres undefined)	-1%	?	-3%	7%	-6	0%	-6

Three compounds already listed, ordered by number of heavy atoms, high to low.
SMILES	Pf growth 48h	Pf growth 96h	LmPK inhibitor	AMA1 RON2 block	Shiga inhibitor	TbPYK inhibitor	Cycloheximide cs
Cc1ccc(CN(C(=O)c2ccco2)C(C(=O)NC2CCCC2)c2ccc(N3CCOCC3)cc2)cc1 (centres undefined)	10µM*	-18%	7%	-3%	1	2%	-3
O=C(CSc1nnc(Cn2c(=O)sc3ccccc32)n1-c1ccccc1)N1CCCCCC1	?	?	6%	-10%	2	-2%	-3
O=C(NS(=O)(=O)Oc1cccc(F)c1)OC[C@@H]1CCCN2CCCCC12 (some centres undefined)	-1%	?	-3%	7%	-6	0%	-6

Next compounds follow.
SMILES	Pf growth 48h	Pf growth 96h	LmPK inhibitor	AMA1 RON2 block	Shiga inhibitor	TbPYK inhibitor	Cycloheximide cs
CCOc1ccccc1C(=O)Nc1cc(C(=O)NCC(C)C)ccc1Cl	7.4µM*	1.7µM*	2%	.	12	.	9
COc1ccc(C(=S)Nc2ccccc2)cc1	35%[activator]	19%	0%	3%	63*	6%	37*
CCCCN(Cc1ccco1)C(=O)C1CCCN(c2ncnc3c2nc2n3CCCCC2)C1 (centres undefined)	9.3µM*	15%	9%	-6%	25	5%	3
O=C1CCc2cc(S(=O)(=O)NCCc3ccc(Cl)cc3)cc3c2N1CC3	14%	27%	.	-8%	.	-3%	.
CCN(CC)c1nc2ccccc2nc1C(C#N)C(=O)NCCCOC (centres undefined)	?	.	10%	0%	-1	-11%	-1
COc1cc(/C=C/C(=O)OCC(=O)c2c(N)n(C)c(=O)n(C)c2=O)ccc1OC(F)F	-22%	-14%	5%	-6%	-10	1%	1
COc1ccc(S(=O)(=O)N(C)CC(=O)NCc2ccccn2)cc1	9%	3%	-5%	32%[activator]	-6	4%	-2
O=C(/C=C/c1cccnc1)/C=C/c1cccnc1	?	?	-8%	-2%	-24	-22%	-9
Cc1ccc(N/C=C/C(=O)C(C)(C)C)c(O)c1	.	?	0%	35%[activator]	68*	-6%	62*
Cc1cccc(NC(=S)N(CCN(C)C)Cc2cc3cccc(C)c3[nH]c2=O)c1	?	-3%	1%	35%[activator]	-14	-9%	-1
CCNc1ccc(C2(O)C(=O)c3ccccc3C2=O)cc1	16%	14%	4%	-15%	-14	2%	16
O=C(c1cccnc1)N1C2C=CC(C2)C1(C(F)(F)F)C(F)(F)F (centres undefined)	-4%	.	1%	-2%	-11	-18%	1
COCCNC(=O)CCCn1c(=O)c2cc(OC)c(OC)cc2n(CC(=O)c2cccc(OC)c2)c1=O	-13%	55%[1.15 µM]	-4%[11.5 µM]	?	-3	-4%	-5
CC(=O)COc1ncn(-c2ccccc2)n1	2%	?	-2%	6%	16	-2%	10
Cc1cc(=O)[nH]c(-n2nc(C)cc2C)n1	?	?	-4%	38%[activator]	3	-2%	7
Cc1ccc(-n2nc(C)c3c2NC2=C(C(=O)CC(C)(C)C2)C3c2ccccc2OCC(=O)O)cc1 (centres undefined)	?	?	8%	14%	-7	4%	-3
Cc1ccc(-n2c(C)cc(C)c(C#N)c2=O)cc1Cl	0%	-30%	-1%	-1%	3	-5%	0
C=CCc1ccccc1OCC(O)CN1CCN(c2ccccc2F)CC1 (centres undefined)	0%	?	5%	-4%	-10	0%	-4
COC(=O)C1CCN(C2=C(NS(=O)(=O)c3ccc(Cl)cc3)C(=O)c3ccccc3C2=O)CC1	?	?	-24%	20µM*	20	-3%	17
O=C(COC(=O)c1ccc(Br)o1)Nc1nc2c(F)c(F)c(F)cc2s1	3%	33%[activator]	-5%	36%[activator]	3	-1%	9
Nc1c(-c2ccccc2)nc(Cl)nc1-c1ccccc1	50%[activator]	-51%	3%	3%	-16	-2%	14
Cc1ccc(CN2CC(C(=O)NC(c3nc4ccccc4[nH]3)C(C)C)CC2=O)cc1 (centres undefined)	-25%	-24%	.	2%	.	-2%	.
Fc1cccc(-c2oncc2-c2nnnn2-c2ccc(Cl)cc2)c1	2%	5%	9%	7%	12	5%	-1
Cc1ccc(CNC(=O)N[C@@H](Cc2ccccc2)C(=O)O)cc1	4%	-26%	2%	-4%	2	4%	-4
COc1cc(OC)c(C(=O)Nc2cc(Cl)ccc2-n2cncn2)cc1OC	5.9µM*	5.9µM*	.	3%	.	0%	.
CCc1cc2c3c(c(=O)oc2cc1OCC(=O)OC)CCCC3	44%[activator]	?	-3%	-4%	-8	-5%	-2
CC1(C)CC(=O)C=C(NCc2cccc(C(F)(F)F)c2)C1	-14%	?	-5%	4%	-9	2%	-1

From PubChem BioAssay
